Screening data (PubChem)
S3 lipid droplet – qHTS Assay for Lipid Storage Modulators in Drosophila S3 Cells. Drosophila S3 cells, BODIPY lipid droplet fluorescence, 18-24 h; cells fed with added oleic acid. lipid storage change, negative = inhibition, % at the top dose, mostly 46.1 µM; hits show Potency in µM. 320,000 compounds, 0.64% hits; active means well fitted inhibition curve with a large enough effect in the signal ratio, with a control signal flat, not every such curve was filed as active; inconclusive means small, poorly fitted or top-dose-only effect, or effect the other way, or a change in a side signal; the % refers to the signal ratio
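Drosophila S3 cells got compounds at several concentrations plus oleic acid (400 uM solution). Laser-scanning cytometry with 488 nm excitation read lipid droplets at 500-530 nm and cells at 575-640 nm. Percent activity was relative to 20 uM Triacsin C.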
S3 lipid droplet cell count max – further read-out of S3 lipid droplet, marked with its call; cell number change, %; measured here: cell count max response;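 cells counted by Cell Tracker Red CMTPX staining in the red channel; peak over a dose series mostly up to 46.1 µM; percent activity relative to internal control wells on each plate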
The depositor's hits bear a star; i = inactive; ? = inconclusive; / = no result given. On the % scale 0 is the no-effect control and ±100 the full control effect; potency means the concentration at half of the fitted maximal effect.

S3 lipid droplet	S3 lipid droplet cell count max	compound
i	-20	Cc1ccc(S(=O)(=O)CCC(=O)OCC(=O)NCc2ccccc2)cc1
1%	12	OCCC1CN(Cc2cnc(N3CCCC3)s2)CCN1C1CCCC1 (stereo not drawn)
19%	5	COC(=O)[C@@H]1C[C@@]2(O)[C@H](O)[C@H](O)[C@H](O)C[C@H]2N1Cc1cc(OC)cc(OC)c1
-10%	/	Cc1ccccc1NC(=O)C1CC(=O)N(c2ccc3c4c(cccc24)CC3)C1 (stereo not drawn)
?	/	O=C(CNC(=O)C1CCCCC1)Nc1ccc(F)c(Cl)c1
?	/	Cc1ccc(C)c(N2CC(C(=O)Nc3cc(C)on3)CC2=O)c1 (stereo not drawn)
28%	5	FC(F)(F)c1cc(-c2cccs2)nc2ncnn12
i	/	O=C(NCCS(=O)(=O)N1CCN(Cc2ccccc2)CC1)c1ccccc1
?	/	O=C(NCCSCc1ccco1)Nc1cccc(Cl)c1
?	/	N/C(Cn1nnc(-c2ccccc2)n1)=N\O
?	/	CCOC(=O)N1CCC(c2nc3ccccc3[nH]2)CC1
?	/	Cc1cccc(OCCCC(=O)NC(C)c2ccccc2)c1 (stereo not drawn)

Compound profiles, as listed above:
`O=C(CNC(=O)C1CCCCC1)Nc1ccc(F)c(Cl)c1` is listed as S3 lipid droplet: ?; S3 lipid droplet cell count max: /
`O=C(NCCSCc1ccco1)Nc1cccc(Cl)c1` is listed as S3 lipid droplet: ?; S3 lipid droplet cell count max: /

Next records.
S3 lipid droplet	S3 lipid droplet cell count max	compound
i	-14	NC(=O)c1nn(-c2ccccc2)nc1N
-2%	-3	Cc1ccccc1-n1c(=O)c(C#N)cc2c(=O)n3ccccc3nc21
-23%	-1	CN1C(C)(C)CCCC1(C)C
8%	1	Cc1ccc(C(=O)OCC(=O)NCc2ccc3c(c2)OCO3)s1
?	/	N#C/C(=C\C1CC2C=CC1C2)c1nc2ccccc2[nH]1 (stereo not drawn)
-1%	/	COC(=O)N/N=C/c1cccc([N+](=O)[O-])c1
?	/	C=C(C)COc1ccc(-c2[nH]ncc2-c2ccc(OC)c(OC)c2)c(O)c1
?	/	CC(=O)Oc1cc2c(cc1Cl)C(c1cccs1)CC1(CC(C)(C)NC(=S)N1)O2 (stereo not drawn)
?	/	CCCC(C(=O)NC1CCCCC1)N(Cc1ccco1)C(=O)CNS(=O)(=O)c1ccccc1 (stereo not drawn)
9%	-3	Cc1cccc(-c2nc3ccccc3c(=O)n2NC(=O)c2cccs2)c1
-17%	2	Cc1ccc(CN2CCN(/N=C/c3ccc(C(F)(F)F)cc3)CC2)cc1
?	/	O=C(c1ccc(CS(=O)Cc2cccc(Cl)c2)o1)N1CCN(C2CCCCC2)CC1 (stereo not drawn)

Continued:
S3 lipid droplet	S3 lipid droplet cell count max	compound
?	/	CC(=O)C1C(=O)c2c(cccc2[N+](=O)[O-])C1=Nc1cccc(Cl)c1 (stereo not drawn)
i	/	CCCCCCc1nc(C(N)=O)c2[nH]c(=O)n(-c3ccc(OC)cc3OC)c2n1
23%	-15	c1ccc(COCC2CCNCC2)cc1
-4%	2	CC(C)(C)OC(=O)NCc1n[nH]c(=S)n1C1CC1
?	/	Cc1ccc2cc(CN(C(=O)c3ccco3)c3ccccc3C)c(=O)[nH]c2c1
?	/	COc1cc2c(cc1NC(=O)COC(=O)C1CC(=O)N(Cc3ccco3)C1)oc1ccccc12 (stereo not drawn)
16%	/	Cc1cccc(NC(=O)C(Cc2ccccc2)n2cccc2)c1 (stereo not drawn)
?	/	CCOc1ccccc1N(CC(=O)Nc1ccccc1F)S(=O)(=O)c1ccccc1
?	/	O=C(c1ccc(F)cc1)N1CCN(c2cnn(-c3ccccc3)c(=O)c2Cl)CC1
-14%	-1	CC(=O)Nc1ccc2c(c1)nc(CCN1CCN(C)CC1)n2C
19%	-8	Cc1cc(Nc2cccc(O)c2)c2ccccc2n1
i	1	COc1ccc(S(=O)(=O)N(CCc2ccccc2)CC(=O)O)cc1Cl

Next section
S3 lipid droplet	S3 lipid droplet cell count max	compound
1%	17	COC(=O)c1ccc(NCN2C(=O)C3C4CCC(C4)C3C2=O)cc1 (stereo not drawn)
25%	-17	CCOc1ccccc1NC(=O)CSc1nnc(-c2ccco2)n1Cc1ccco1
5%	4	COc1ccc(NC(=O)CC2(Cc3ccccc3)CCOC(C)(C)C2)cc1 (stereo not drawn)
?	/	CCn1cc([N+](=O)[O-])c(C(=O)N2N=C(c3ccc(O)c(OC)c3)CC2c2ccccc2O)n1 (stereo not drawn)
?	/	Cc1cccc(NC(=O)CN(CC2CCCO2)C(=O)c2ccc(S(C)(=O)=O)cc2)c1C (stereo not drawn)
?	/	CC(C)CC(=O)Nc1sc2c(c1C(=O)O)CCCCC2
-15%	-13	COc1ccc(C(=O)c2ncc(C(F)(F)F)cc2Cl)cc1
-5%	-1	Cc1nnc(NC(=O)NC(C)N2C(=O)C3C4C=CC(C4)C3C2=O)s1 (stereo not drawn)
?	/	CCCCn1c(N)c(NCc2ccccc2OC)c(=O)[nH]c1=O
?	/	CC(=O)CCc1ccc(OCC(=O)Nc2cccc(S(=O)(=O)N(C)c3ccccc3)c2)cc1
i	-4	Cc1ccc(N(CC(=O)NCc2ccccn2)S(=O)(=O)c2ccccc2)cc1Cl
?	/	COc1cc2c(cc1OC)C(c1ccccc1)CC2=O (stereo not drawn)

Additional compounds:
S3 lipid droplet	S3 lipid droplet cell count max	compound
?	/	O=C(Nc1ccc2nc[nH]c2c1)c1ccco1
14%	-19	COCCn1nnnc1CN1CCC(O)(c2cccc(C(F)(F)F)c2)CC1
?	/	COCCN(C(=O)CSc1nnc(-c2cccs2)n1N)c1c(N)n(Cc2ccccc2)c(=O)[nH]c1=O
i	8	O=C(CCN1C(=O)c2ccccc2C1=O)NCc1ccncc1
-7%	1	C=C(C)C(=O)N1CC2(CC(c3cccc(NC(=O)COc4ccc(Cl)cc4)c3)=NO2)C[C@@H]1C(N)=O (stereo partly drawn)
-13%	10	Cc1ccc(NC(=O)c2oc3ccccc3c2NC(=O)C2CC2)cc1
?	/	O=C(CN1C(=O)NC2(CCCC2)C1=O)Nc1nc(-c2ccc(F)c(F)c2)cs1
?	/	Cc1cc(NS(=O)(=O)c2ccc(NC(=O)COc3ccccc3[N+](=O)[O-])cc2)no1
?	/	CC(C)c1ccc(NC(=O)c2ccc3c(c2)CCN3S(C)(=O)=O)cc1
6%	9	CCCN1C(=O)c2cc(C(=O)Nc3ccc(OC)c(OC)c3)ccc2C1Nc1ccc(OC)c(OC)c1 (stereo not drawn)
?	/	COc1ccc(OC)c(S(=O)(=O)N(C)CC(=O)N2CCN(c3ccccc3)CC2)c1
-3%	1	CSC(=Nc1cccc(C)c1)NC#N

Continuation.
S3 lipid droplet	S3 lipid droplet cell count max	compound
?	/	NC(=O)CC1NC(=O)c2ccccc21 (stereo not drawn)
6%	4	NC1=NC(=Nc2ccc(S(=O)(=O)N3CCOCC3)cc2)c2ccccc21
?	/	CCOc1cc(/C=N/Nc2nn3cnnc3c3ccccc23)ccc1O
?	/	COc1cc(NC(=O)c2ccccc2)c(OC)cc1NC(=O)CN1C(=O)N(C)C2(CCCCC2)C1=O
?	/	C=CCNC(=O)COC(=O)COc1ccc(Cl)cc1
?	/	COc1ccc(C(=O)NC(=S)Nc2cccc(Cl)c2N2CCOCC2)cc1[N+](=O)[O-]
?	/	COc1ccc(CCC(=O)Nc2cc3c4c(c2)CC(=O)N4CCC3)cc1
?	/	Cc1ccc(NNC(=O)Nc2ccc(Cl)cc2)nn1
?	/	CC(=O)c1cc2c(cc1NS(=O)(=O)c1ccc(C)cc1)OCO2
?	/	CCOC(=O)N/N=C\c1ccc(OC(=O)c2ccc3c(c2)OCO3)cc1
?	/	C=CCNS(=O)(=O)c1ccc(C(=O)OCc2cc(=O)oc3cc(OC)ccc23)cc1
?	/	Cc1ccc(C)c(OCC(=O)Nc2ccccc2C(=O)N2CCOCC2)c1

(further entries)
S3 lipid droplet	S3 lipid droplet cell count max	compound
?	/	Cc1ccc(NC(=O)CSc2nnc(CNC(=O)c3ccco3)o2)cc1Cl
10%	6	CC(C)=CCN1CCN(CCCc2ccccc2)CC1CCO (stereo not drawn)
8%	-1	Cc1cc(C)c2nc(N3CCCC(C(=O)NCCN4CCOCC4)C3)sc2c1 (stereo not drawn)
0%	15	COc1ccc(C(=O)NC2CCSC2=O)cc1 (stereo not drawn)
i	3	Cc1cc[n+](CC(=O)Nc2ccccc2)cc1
?	/	CCOc1cc(/C=C2/C(=N)N3N=C(C)SC3=NC2=O)ccc1OS(=O)(=O)c1ccc(C)cc1
7%	18	CN1N=C(C(=O)N2CCc3c([nH]c4ccccc34)C2c2ccccc2Cl)CCC1=O (stereo not drawn)
-56%	22	COCc1nnc(NC(=O)C2CC(=O)N(C3CCCC3)C2)s1 (stereo not drawn)
?	/	O=C(O)CSc1ccc(NC(=O)Nc2ccccc2F)cc1
15%	-25	COc1ccc(-c2nn(Cc3ccccc3)cc2C(=O)N2CCN(c3ccccn3)CC2)cc1OC
i	/	O=C(COc1ccc(Cl)cc1)Nc1ncccn1
6%	8	Cc1nc2ccccc2c(=O)n1NS(C)(=O)=O

4 entries from above, set out differently:
COCc1nnc(NC(=O)C2CC(=O)N(C3CCCC3)C2)s1 (stereo not drawn)
  S3 lipid droplet = -56%	S3 lipid droplet cell count max = 22
O=C(O)CSc1ccc(NC(=O)Nc2ccccc2F)cc1
  S3 lipid droplet = ?	S3 lipid droplet cell count max = /
COc1ccc(-c2nn(Cc3ccccc3)cc2C(=O)N2CCN(c3ccccn3)CC2)cc1OC
  S3 lipid droplet = 15%	S3 lipid droplet cell count max = -25
O=C(COc1ccc(Cl)cc1)Nc1ncccn1
  S3 lipid droplet = i	S3 lipid droplet cell count max = /

(continued)
S3 lipid droplet	S3 lipid droplet cell count max	compound
?	/	CCCOc1ccc(NC(=O)CCC(=O)NC(C)c2ccccc2)cc1 (stereo not drawn)
?	/	O=C(C[n+]1cccc(NC(=O)c2ccccc2)c1)c1cccc([N+](=O)[O-])c1
-11%	-25	CCOc1cccc(CN2CCCC(C(=O)c3cc(Cl)ccc3OC)C2)c1O (stereo not drawn)
?	/	CCOC(=O)Cc1c(C)nc(-c2ccccc2)[nH]c1=O
?	/	CCOc1ccc(C(C)=O)cc1COC(=O)CCc1cc(OC)c(OC)c(OC)c1
?	/	COc1ccnc2c1c(=O)n(Cc1ccccc1Cl)c(=O)n2C
-6%	3	O=C(CN1C(=O)NC2(CCCCC2)C1=O)NCCC1=CCCCC1
?	/	N#C/C(C(=O)N1CCOCC1)=c1/s/c(=C\c2ccccn2)c(=O)n1-c1ccccc1
?	/	O=C(CCc1nnc2ccc(NCc3ccco3)nn12)Nc1ccc(F)cc1F
?	/	O=C(NC1CC2CCCC(C1)N2Cc1cccs1)N1CCOCC1 (stereo not drawn)
i	-22	C/C(=N\NC(=O)c1ccccn1)C12CC3CC(CC(C3)C1)C2
i	-9	CCc1nc2ccccc2c(C(=O)NCc2ccc(OC)cc2)c1C

(next part)
S3 lipid droplet	S3 lipid droplet cell count max	compound
?	/	COc1ccc(OC)c(NC(=O)CSc2nnc(-c3cnccn3)n2C)c1
?	/	O=[N+]([O-])c1ccccc1/C=N\N1CCN(Cc2ccccc2Cl)CC1
-20%	/	COc1ccc(NS(=O)(=O)c2cccc(C(=O)N3CCCC3)c2)cc1
19%	2	COc1ccc(S(=O)(=O)Nc2ccccc2C(=O)NC(C)C)cc1OC
?	/	COc1ccc(N2CCN(c3ccc(NC(=O)C4CCCCC4)cc3C#N)CC2)cc1
?	/	CC(C)Cc1nnc(NC(=O)c2cc([N+](=O)[O-])ccc2N2CCOCC2)s1
?	/	CCN(CC(=O)Nc1ccccc1C(F)(F)F)C(=O)c1cc(S(=O)(=O)N2CCCCCC2)ccc1OC
25%	10	CCN(C(=O)c1cc2cc(OC)ccc2oc1=O)c1ccccc1
6%	8	CNC(=O)c1c(NC(NC(=O)c2ccco2)C(=O)c2ccc(Cl)cc2)sc2c1CCCC2 (stereo not drawn)
1%	2	CCC(C(=O)OCC(=O)N(CC)c1c(N)n(Cc2ccccc2)c(=O)[nH]c1=O)c1ccccc1 (stereo not drawn)
6.5µM*	5.4*	Cc1cc(=O)n2nc(N3CCC(C(=O)N4CCN(C)CC4)CC3)sc2n1
i	28	O=C(Cn1nnc(-c2ccccc2Cl)n1)NCc1ccc2c(c1)OCO2

(next part)
S3 lipid droplet	S3 lipid droplet cell count max	compound
?	/	O=C(O)CSc1nc2ccccc2o1
?	/	Cc1cc(C)n(-c2nc3nonc3nc2-n2nc(C)cc2C)n1
i	17	CCC(=O)Nc1ccc(-c2csc(C)n2)cc1
-11%	-22	CCCN(C(=O)c1ccc([N+](=O)[O-])c(C)c1)c1c(N)n(Cc2ccccc2)c(=O)[nH]c1=O
-4%	1	CC12CCC(=O)N1C(C(=O)NCCN1C(=O)S/C(=C\c3ccc(F)cc3)C1=O)CS2 (stereo not drawn)
-12%	2	CCc1cc2ccccc2nc1Cl

Not all compounds are listed. The share of hits here may be higher or lower than overall.
